# Bioassay records from PubChem BioAssay.
# SRC2 inh: inhibition of GAL4-SRC2 driven luciferase reporter, primary screen, SRC2 inhibitor project, cell-based, luminescence. 370,000 compounds, 0.17% hits. inhibition, % at 9 µM. HEK293 GAL4-SRC2 luciferase reporter;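 active = inhibition above the mean inhibition of all tested compounds plus 3 SD, set per campaign, cut at about 52% in these data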;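 also: 0% = DMSO treated cells and 100% = cells given Gossypol at 36 µM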
# SRC1 inh: SRC1 coactivator transcriptional activity inhibitors, primary screen, cell-based, luminescence | HEK293 GAL4-SRC1 luciferase reporter | inhibition, % at 3.6 µM | 360,000 compounds, 0.12% hits;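 active = inhibition above the campaign mean plus 3 SD, with each screening campaign given its own cutoff, cut at about 60% in these data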;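 also: 0% = DMSO treated cells and 100% = gossypol at 36 µM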
# Target sequence (Q15788 whole entry, looked up, the tested form may be a part): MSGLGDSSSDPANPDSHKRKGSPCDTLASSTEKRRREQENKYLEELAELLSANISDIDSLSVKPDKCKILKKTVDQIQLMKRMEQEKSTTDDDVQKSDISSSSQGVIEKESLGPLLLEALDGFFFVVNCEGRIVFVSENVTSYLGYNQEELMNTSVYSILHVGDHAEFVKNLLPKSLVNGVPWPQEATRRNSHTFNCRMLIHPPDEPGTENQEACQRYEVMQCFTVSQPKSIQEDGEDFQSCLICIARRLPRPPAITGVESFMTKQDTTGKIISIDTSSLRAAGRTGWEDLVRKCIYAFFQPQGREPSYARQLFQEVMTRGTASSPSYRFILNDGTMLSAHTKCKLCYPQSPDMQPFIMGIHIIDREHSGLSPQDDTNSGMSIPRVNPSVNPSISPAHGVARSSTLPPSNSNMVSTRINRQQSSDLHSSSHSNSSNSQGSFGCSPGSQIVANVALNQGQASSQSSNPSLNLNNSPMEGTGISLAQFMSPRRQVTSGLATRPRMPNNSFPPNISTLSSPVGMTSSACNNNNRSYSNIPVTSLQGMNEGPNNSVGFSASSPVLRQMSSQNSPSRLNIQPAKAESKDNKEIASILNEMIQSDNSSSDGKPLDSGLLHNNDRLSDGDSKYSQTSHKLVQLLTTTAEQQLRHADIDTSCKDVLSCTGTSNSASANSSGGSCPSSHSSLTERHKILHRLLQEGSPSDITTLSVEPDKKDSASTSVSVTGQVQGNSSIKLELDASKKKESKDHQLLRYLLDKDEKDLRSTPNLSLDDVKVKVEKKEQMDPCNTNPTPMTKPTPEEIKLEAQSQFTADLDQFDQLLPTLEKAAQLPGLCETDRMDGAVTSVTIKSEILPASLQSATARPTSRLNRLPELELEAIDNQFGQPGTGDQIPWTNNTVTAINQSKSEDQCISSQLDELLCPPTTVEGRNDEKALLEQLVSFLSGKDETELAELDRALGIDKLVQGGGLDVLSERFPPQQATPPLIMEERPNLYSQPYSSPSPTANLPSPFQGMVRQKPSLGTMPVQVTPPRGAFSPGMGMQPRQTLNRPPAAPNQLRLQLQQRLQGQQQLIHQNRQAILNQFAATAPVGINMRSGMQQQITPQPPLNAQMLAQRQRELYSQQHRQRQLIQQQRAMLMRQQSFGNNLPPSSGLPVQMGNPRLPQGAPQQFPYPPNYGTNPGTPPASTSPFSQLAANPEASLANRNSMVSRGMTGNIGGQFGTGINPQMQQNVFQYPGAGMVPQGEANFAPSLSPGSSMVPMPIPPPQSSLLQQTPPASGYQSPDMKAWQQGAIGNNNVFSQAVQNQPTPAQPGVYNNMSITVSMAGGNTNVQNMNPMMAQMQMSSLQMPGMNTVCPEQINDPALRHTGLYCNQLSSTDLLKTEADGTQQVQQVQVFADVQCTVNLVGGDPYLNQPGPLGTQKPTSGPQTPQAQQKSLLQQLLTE
# LMP1 NFkB inh: EBV LMP1-driven NF-kappaB luciferase reporter inhibitors, primary screen, cell-based, luminescence, single point | AID 504558, 2011 | LMP1-induced NF-kappaB luciferase reporter cells | inhibition, % at 12.5 µM | 350,000 compounds, 0.69% hits; in the data active = inhibition above about 41%;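 also: 0% = neutral control wells and 100% = reference inhibitor control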
# SRC3 inh: SRC3 coactivator transcriptional activity inhibitors, primary screen, cell-based, luminescence; Nuclear receptor coactivator 3 (Homo sapiens), Q9Y6Q9; HEK293 GAL4-SRC3 luciferase reporter; inhibition, % at 3.6 µM; 360,000 compounds, 0.17% hits; AID 588352, 2011;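 active = inhibition above a per-campaign cutoff, the mean of all compounds plus 3 SD, cut at about 60% in these data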;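 also: 0% = DMSO-treated cells and 100% = gossypol-treated cells at 36 µM; higher means less SRC3-driven luciferase light from the GAL4 reporter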
# COUP-TFII inh: NR2F2 transcriptional activity inhibitors, primary screen, cell-based, luciferase reporter, HEK293T, luminescence; COUP transcription factor 2 (Homo sapiens), P24468; HEK293T NGFI-A luciferase reporter; inhibition, % at 8.6 µM; 370,000 compounds, 0.7% hits;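 active = inhibition above a per-plate cutoff, mean inhibition of test wells between control levels plus 3 SD, cut at about 38% in these data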;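 also: cells cotransfected with COUP-TFII expression vector driving the NGFI-A reporter; 0% = median of COUP-TF2 test wells and 100% = reporter-only cells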
# TWEAK-Fn14 inh: inhibitors of TWEAK-Fn14 signaling, primary screen, luciferase reporter cells, uHTS; inhibition, % at 10 µM; AID 1159606, 2016; 360,000 compounds, 2% hits; TWEAK-stimulated Fn14 reporter cells, luciferase luminescence, 8 h; in the data active = inhibition above about 50%
# LRH-1 inv ag: LRH-1 (NR5A2) inverse agonists, primary screen, cell-based, luminescence, HEK293T, StAR-luciferase reporter; Nuclear receptor subfamily 5 group A member 2 (Homo sapiens), O00482; LRH-1 transfected, 24 h; inhibition, % at 3.6 µM; 360,000 compounds, 0.13% hits; AID 602396, 2012;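 active = inhibition above the mean inhibition of all tested compounds plus 3 SD, cut at about 73% in these data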;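 also: 0% = DMSO wells and 100% = reporter-only cells lacking LRH-1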
# TROY NFkB inh: inhibitors of TROY-driven NF-kB signaling, primary screen, Q293 LMP1-TROYcd cells, NF-kB luciferase, uHTS; 360,000 compounds, 0.98% hits; Q293 LMP1-TROYcd NF-kB luciferase reporter, 4 h; inhibition, % at 10 µM; AID 1347056, 2019;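 active = compounds whose plate-normalised and pattern-corrected inhibition of the luciferase reporter signal at the single screening dose is 50% or more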
# TLR9-MyD88 block: inhibitors of TLR9-MyD88 association in cells, primary screen, cell-based, CHO, BLA complementation, fluorescence; 340,000 compounds, 0.21% hits; CCF4 FRET ratio; AID 504734, 2011; inhibition, % at 4.98 µM;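 active = inhibition above the mean over all tested compounds plus 3 SD, cut at about 21% in these data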;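 also: 0% = DMSO only wells and 100% = clavulanate BLA inhibitor control wells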
# C8 TRAIL sens: viability loss with TRAIL in NB7+C8 cells, primary screen, TRAIL sensitizer project, cell-based, ATPlite luminescence. 360,000 compounds, 1% hits. inhibition (viability loss, TRAIL sensitization), % at 10 µM;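 active = compounds causing at least 50% loss of cell viability in the single-dose screen, relative to plate controls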
# NOD2-RIPK2 inh: NOD2-RIPK2 binding disruptors in cells, primary screen, fluorescence, CHO cells, BLA complementation; CCF4 ratio; inhibition, % at 4.98 µM; 360,000 compounds, 0.38% hits; AID 624267, 2012; in the data active = inhibition above about 21%;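 also: 0% = vehicle only and 100% = reference blocker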
# Starred values were filed as active, the others as inactive; · = no result given. These rows are one share of the data (hit frequency here may not be typical).
SMILES,SRC2 inh,SRC1 inh,LMP1 NFkB inh,SRC3 inh,COUP-TFII inh,TWEAK-Fn14 inh,LRH-1 inv ag,TROY NFkB inh,TLR9-MyD88 block,C8 TRAIL sens,NOD2-RIPK2 inh
Cc1ccc(N(C)S(=O)(=O)c2cccc(C(=O)OCC(=O)N(C)Cc3ccccc3)c2)cc1,-39,-7,-4,-4,-6,42,29,36,-7,-19,-4
CCOC(=O)N1CCN(S(=O)(=O)N2CCCC(C(=O)NCCCN3CCC(C)CC3)C2)CC1 (stereo not drawn),-12,9,-11,13,-9,7,-15,-14,2,4,0
Cc1cccc(NC(=S)N2CCN(Cc3ccc4c(c3)OCO4)CC2)c1C,-1,-10,8,15,5,-34,-14,-1,-7,-2,11
COc1cccc(/C=N/NC(=O)CN2C(=O)NC3NC(=O)NC32)c1 (stereo not drawn),6,-3,-12,-5,4,21,2,13,0,14,-3
N#Cc1c2ccc(OCC(N)=O)cc2n2ccccc12,-14,16,-11,-4,-17,-45,10,10,13,-2,7
O=S(=O)(c1cccc2nsnc12)N1CCN(Cc2ccccc2)CC1,10,2,-1,6,-3,14,3,8,2,-5,-7
CC(C)(C)c1nc(SCC(=O)N2CCCC2)c2ccccc2n1,13,-6,8,7,-6,7,-10,13,-5,-2,3
COc1cccc(CNc2ncc(C(=O)Nc3cc(OC)c(OC)c(OC)c3)c(C)n2)c1,-21,-5,9,4,36,12,20,18,-5,25,0
CC(C)(C)c1ccc(-c2nc3cc(N)ccc3o2)cc1,-20,-29,-24,-29,3,69*,-62,64*,14,72*,11
C[C@@H](C(=O)N=c1sc2ccccc2n1C)N1C(=O)C2CC=CCC2C1=O (stereo partly drawn),-30,-9,0,-1,14,-14,8,1,-4,17,-5
CCOC(=O)Cc1csc(/C(=N/O)C(N)=O)n1,22,-11,3,6,13,-22,4,-10,12,-26,1
Cn1c2ccccc2c2cc(C(=O)NNC(=O)CCl)sc21,-94,-8,-25,-6,4,-33,27,8,-4,18,9
C/C(=N\NC(=O)c1cc(C)nc2ccccc12)c1cccc(Cl)c1,10,0,0,11,9,-6,21,22,0,-3,2
CN(C(=O)C1CCCN(c2ncnc3c2nc2n3CCCCC2)C1)c1cccc(Cl)c1 (stereo not drawn),8,6,14,-12,6,-5,-13,3,2,3,-11
CC(C)C(=O)Nc1ccc(C(=O)NCc2cccnc2)cc1,48,-42,-29,-8,17,-1,1,9,-8,31,-5
O=C(CN1CCN(S(=O)(=O)c2ccccc2)CC1)NC(=O)NCc1ccco1,1,-5,5,-2,-2,94*,-8,-10,-1,5,-2
CSCCCN1CCCC(CO)(Cc2ccccc2F)C1 (stereo not drawn),-16,12,3,7,10,10,-9,-3,-2,-1,0
COc1ccc([N+](=O)[O-])cc1N(CC(O)CN1CCCCC1)S(=O)(=O)c1ccc(C)cc1 (stereo not drawn),1,4,0,7,-2,-10,-21,-1,1,-4,6
CC1CCCCN1C(=O)c1c(Cl)cnn1C (stereo not drawn),0,-19,3,2,-21,-10,-2,8,5,3,2
CN(C)C(=O)Cn1cc(S(=O)(=O)Cc2ccccc2)c2ccccc21,-6,-4,-6,14,18,0,13,7,6,-15,2
CSc1c(CC(=O)Nc2ccc(F)cc2)n(Cc2ccccc2)c2ccccc12,-13,4,-4,5,5,7,-4,9,1,-3,0
NC(=O)C1CCN(c2nc(-c3ccc(Br)cc3)cs2)CC1,-29,-78,-9,-79,-52,-1,-148,-46,-12,-9,7
Cn1c2ccc(Cl)cc2c2nc3ccccc3nc21,-42,-44,-27,-74,-38,-21,-31,-74,1,6,-13
C#CCSc1nnc(CNS(=O)(=O)c2ccc(Br)cc2)n1C,1,10,7,-2,-11,2,-9,-16,-13,2,-17
COc1cccc(NC(=O)Cn2nnc(C(=O)Nc3ccccc3)c2N)c1,12,-14,2,-3,10,7,6,-15,-10,-6,5
CCCn1c(NC(=O)CN2C(=O)NC3(CCCC3)C2=O)nc2ccccc21,-12,-17,3,-9,23,4,4,11,-13,4,-6
CC(C)(C)NC(=O)CSc1nccn1Cc1ccccc1,3,0,-2,28,12,-15,-1,-16,-3,-15,-14
Cc1cc(N2CCN(c3nc(-c4ccccc4)cs3)CC2)c2ccccc2n1,10,-5,9,8,-4,66*,11,-28,3,17,7
CNCCOc1ccc(Cl)c(Cl)c1,8,-22,9,-9,-11,3,8,-6,5,-2,5
O=C(NCc1ccc(F)cc1)C(=O)NCC(c1ccco1)N1CCOCC1 (stereo not drawn),4,11,-9,8,18,5,2,8,6,-8,-6
Cn1c(=O)n(C)c2cc([N+](=O)[O-])c(N3CCN(C(=O)C(C)(C)C)CC3)cc21,2,5,-5,16,-9,-6,13,13,-3,1,-5
CCCOc1ccc(F)cc1-c1cc(C(=O)NC(C)C)[nH]n1,-2,-1,·,3,8,-29,8,-3,·,3,-3
O=C(c1ccccc1NS(=O)(=O)c1ccc(Br)s1)N1CCOCC1,-8,7,10,-2,-15,-1,-21,0,2,2,1
CCCC(=O)Nc1ccc(N2CCOCC2)cc1,18,-15,-11,-27,-28,-1,-30,12,3,-16,-10
Fc1cccc(-c2cncc(N3CCN(CCN4CCCC4)CC3)n2)c1,-2,8,·,-7,5,-15,-10,-4,·,-1,-1
COc1ccc(C(=O)Nc2sc3c(c2C(=O)NCc2ccco2)CCCC3)cc1OC,7,-5,14,-13,-3,4,-8,-6,-3,-3,-12
CCCCCCn1c(N2CCCC2)nc2c1c(=O)n(C)c(=O)n2C,-10,7,3,10,0,-24,13,7,-3,9,-15
CCOC(=O)C1(CCc2ccccc2)CCN(C(=O)c2occc2C)CC1,20,-8,-5,-3,-10,-4,4,-21,-5,1,4
CC(/C=N/NC(=O)c1ccc(CN2c3cccc4cccc(c34)S2(=O)=O)cc1)c1ccccc1 (stereo not drawn),3,-10,6,11,8,-2,-14,10,-10,-4,-9
CC(C)(C)NC(=O)C(c1ccccc1)n1c(=O)c(-c2ccco2)nc2ccccc21 (stereo not drawn),-3,·,·,·,9,·,22,·,·,-9,-6
Cc1cc(C)c2cc(CN(CCN(C)C)C(=O)Nc3ccccc3Cl)c(=O)[nH]c2c1,-28,6,0,8,4,8,6,17,10,-1,-5
CCc1cccc(CC)c1NC(=O)COC(=O)/C(C#N)=C/c1ccc(OC)cc1,4,-32,3,25,0,-19,6,-12,-6,-17,6
Cc1ccccc1NC(=O)c1ccc2c(c1)OCCO2,-59,-55,14,-83,-18,-24,-71,-61,-1,-1,-5
Cn1cc(-c2ccccc2C(=O)O)c(=O)c2cc(Cl)ccc21,-8,-45,2,-8,-8,5,10,-16,0,19,-10
NC(=O)CSc1nnc(C2CC2)n1-c1ccccc1,-27,-2,0,5,5,14,22,8,4,-14,-8
S=C(NCc1ccccc1)NCc1ccc2c(c1)OCO2,-7,5,-8,7,-28,0,10,7,-4,-7,6
COc1ccccc1CN(C)C(=O)c1ccccc1SCC(=O)N1CCCC1,1,5,1,2,-5,-21,-1,-24,-7,6,1
COCCCn1c(C(=O)NCCN2CCOCC2)cc2c(=O)n3ccccc3nc21,-14,-12,-11,10,6,11,16,-12,-5,19,-8
COCCn1c(C)cc(C(=O)CSc2nc3ccccc3c(=O)n2C(C)COC)c1C (stereo not drawn),-13,2,6,0,29,-9,5,2,0,0,-6
COc1ccc(-c2cc3c(=O)n(CC(=O)NCCCN4CCC(N5CCCCC5)CC4)ncn3n2)cc1,-63,-26,3,-24,-21,-1,-58,-38,15,20,-6

# Complete entries, looked up by structure. Screens in order: SRC2 inh | SRC1 inh | LMP1 NFkB inh | SRC3 inh | COUP-TFII inh | TWEAK-Fn14 inh | LRH-1 inv ag | TROY NFkB inh | TLR9-MyD88 block | C8 TRAIL sens | NOD2-RIPK2 inh
# Record of CC(C)C(=O)Nc1ccc(C(=O)NCc2cccnc2)cc1 → 48 | -42 | -29 | -8 | 17 | -1 | 1 | 9 | -8 | 31 | -5
# Record of CCOC(=O)Cc1csc(/C(=N/O)C(N)=O)n1 → 22 | -11 | 3 | 6 | 13 | -22 | 4 | -10 | 12 | -26 | 1

# By substructure, those above containing a Cl atom (eight)
SMILES,SRC2 inh,SRC1 inh,LMP1 NFkB inh,SRC3 inh,COUP-TFII inh,TWEAK-Fn14 inh,LRH-1 inv ag,TROY NFkB inh,TLR9-MyD88 block,C8 TRAIL sens,NOD2-RIPK2 inh
Cn1c2ccccc2c2cc(C(=O)NNC(=O)CCl)sc21,-94,-8,-25,-6,4,-33,27,8,-4,18,9
C/C(=N\NC(=O)c1cc(C)nc2ccccc12)c1cccc(Cl)c1,10,0,0,11,9,-6,21,22,0,-3,2
CN(C(=O)C1CCCN(c2ncnc3c2nc2n3CCCCC2)C1)c1cccc(Cl)c1 (stereo not drawn),8,6,14,-12,6,-5,-13,3,2,3,-11
CC1CCCCN1C(=O)c1c(Cl)cnn1C (stereo not drawn),0,-19,3,2,-21,-10,-2,8,5,3,2
Cn1c2ccc(Cl)cc2c2nc3ccccc3nc21,-42,-44,-27,-74,-38,-21,-31,-74,1,6,-13
CNCCOc1ccc(Cl)c(Cl)c1,8,-22,9,-9,-11,3,8,-6,5,-2,5
Cc1cc(C)c2cc(CN(CCN(C)C)C(=O)Nc3ccccc3Cl)c(=O)[nH]c2c1,-28,6,0,8,4,8,6,17,10,-1,-5
Cn1cc(-c2ccccc2C(=O)O)c(=O)c2cc(Cl)ccc21,-8,-45,2,-8,-8,5,10,-16,0,19,-10
